MrgX1 PAM = allosterically activates human MrgX1 receptor signaling. AID 588675. B-score at 10 µM. 0.63% of 310,000 active. MrgX1-HEK293, Fluo-4 calcium flux, FDSS; active compounds read high. Q96LB2;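 active = plate-corrected calcium response at least 3 library SD above typical, normal starting fluorescence, not activating the receptor alone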;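 note: compound read alongside a low EC10 to EC30 dose of BAM8-22 agonist; peak minus trough fluorescence over baseline measured at the second addition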
Target sequence (Q96LB2 whole entry, looked up): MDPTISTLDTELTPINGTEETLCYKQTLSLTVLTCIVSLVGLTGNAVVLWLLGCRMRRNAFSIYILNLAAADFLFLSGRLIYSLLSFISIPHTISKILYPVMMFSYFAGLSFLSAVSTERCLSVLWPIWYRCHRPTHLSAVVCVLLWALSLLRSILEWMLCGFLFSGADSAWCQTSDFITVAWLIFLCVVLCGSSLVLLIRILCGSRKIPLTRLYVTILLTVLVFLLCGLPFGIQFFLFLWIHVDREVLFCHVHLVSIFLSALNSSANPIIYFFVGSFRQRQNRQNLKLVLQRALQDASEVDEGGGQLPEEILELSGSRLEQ
TMEM16A act = mouse TMEM16A channel activation, primary screen; Q8BHY3; HEK293 TMEM16A/YFP-H148Q/I152L, iodide quench fluorescence; active compounds read low; B-score at 10 µM; 0.3% of 340,000 active;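 active = fluorescence-ratio B-score plate-corrected deviation score at least 3 library SD below zero, with starting fluorescence score within 5 deviations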;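 note: channel opened by trigger with iodide after compound preincubation; score built on the fluorescence ratio of max minus min over baseline; more negative score means more quench and so TMEM16A activation or potentiation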
MrgX1 agonist = activates human MrgX1 receptor signaling; B-score at 10 µM; Q96LB2; 0.44% of 310,000 active; AID 588627; MrgX1-HEK293 cells, Fluo-4 calcium fluorescence, agonist mode; active compounds read high;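 active = calcium response B-score plate-corrected fluorescence ratio at least 3 library SD, with starting fluorescence B-score inside 5 SD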
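Material: MrgX1-expressing HEK293 cells; input: 15,000 cells per well; doses: test compound given as first of three sequential additions; schedule: overnight plating before 1 h dye loading; technique: Fluo-4 NW calcium-flux fluorescence, kinetic read; evaluation: baseline-normalised fluorescence change ratio, B-scored; control set: plate-wise positive and negative controls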
RGS4 pot = potentiators or activators of RGS4 | HEK293 M3R/inducible RGS4, carbachol calcium flux Fluo4; active compounds read low | B-score at 10 µM | 0.92% of 310,000 active;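 active = B-score of the integrated calcium signal more than 4 SD below the library mean, with starting fluorescence not abnormally high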;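 note: negative B-score means reduced calcium response which marks RGS4 activation or potentiation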
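System: HEK293 FlpIn-TREx cells, stable M3R, doxycycline-inducible RGS4. Timing: overnight RGS4 induction, 30 min dye load 37 °C, 20 min compound RT. Also added: carbachol, ECmax concentration. Measured by: Fluo4 fluorescence kinetic imaging of calcium. Evaluation: integrated calcium ratio converted to B score.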
MrgX1 antag = human MrgX1 receptor antagonism, primary screen; MRGX1-HEK293 calcium flux, Fluo-4, BAM8-22 antagonism; active compounds read low; B-score at 10 µM; 1.3% of 310,000 active;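 active = calcium-response B-score plate-corrected more than 3 library SD below zero, starting fluorescence within 5 deviations, no agonist response on first addition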;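 note: peak minus trough fluorescence over baseline after final BAM8-22 challenge near maximal dose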
SKKanGAS inh = SKKanGAS growth inhibition | S. pyogenes SKKanGAS, kanamycin growth, BacTiter-Glo, 6 h | AID 1662 | inhibition, % at 7.5 µM | 1.3% of 300,000 active;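 active = mean replicate score, as percent of positive control median, at least 50; inconclusive = mean below 50 but one replicate at or above 50; inactive = mean and every replicate below 50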;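 note: strain carries kanamycin resistance gene driven by streptokinase promoter and grows in 40 µg/ml kanamycin; loss of luminescence reflects streptokinase promoter inhibition or plain growth inhibition; 0% = median of DMSO wells and 100% = positive control at its reference dose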
TRPC6 inhibitor = blocks the mouse TRPC6 cation channel. 1.1% of 310,000 active. AID 2553. HEK293-TRPC6, membrane potential dye, ACh-evoked depolarization; active compounds read low. B-score at 10 µM;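 active = B-score under library mean minus 3 SD, initial fluorescence not abnormally high, positive integrated signal ratio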;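 note: B-score derived from integrated fluorescence ratio over the kinetic read; more negative B-score means stronger inhibition of depolarization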
HDAC3 inh = blocks human histone deacetylase 3. recombinant HDAC3, fluorogenic peptide/trypsin coupled, fluorescence. inhibition, % at 8.3 µM. 0.15% of 320,000 active; in the data active = inhibition above about 26%, passing the limit was not always enough; inconclusive = no clear call, values can overlap the other calls
Target sequence (O15379 whole entry, looked up): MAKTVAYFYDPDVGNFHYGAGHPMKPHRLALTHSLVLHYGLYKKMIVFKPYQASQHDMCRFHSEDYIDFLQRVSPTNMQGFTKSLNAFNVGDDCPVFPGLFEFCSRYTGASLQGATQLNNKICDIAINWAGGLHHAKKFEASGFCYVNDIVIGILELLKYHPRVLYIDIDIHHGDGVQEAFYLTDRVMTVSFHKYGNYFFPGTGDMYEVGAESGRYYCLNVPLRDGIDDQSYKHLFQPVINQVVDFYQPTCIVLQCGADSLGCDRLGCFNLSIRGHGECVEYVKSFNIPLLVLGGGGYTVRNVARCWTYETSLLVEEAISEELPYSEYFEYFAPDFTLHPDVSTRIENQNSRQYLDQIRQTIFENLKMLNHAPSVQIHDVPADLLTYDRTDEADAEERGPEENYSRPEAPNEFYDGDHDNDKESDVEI
TRPC6 activator = mouse TRPC6 channel activation. Q61143. HEK293-TRPC6 membrane potential dye fluorescence; active compounds read high. B-score at 10 µM. 0.13% of 310,000 active;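 active = B-score of the integrated fluorescence ratio above library mean plus 3 SD, and starting fluorescence ratio within library mean plus 5 SD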;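 note: higher score means more depolarization so channel activation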
TMEM16A inh = mouse TMEM16A channel inhibition, primary screen; HEK293 TMEM16A/YFP iodide influx fluorescence, ionomycin; normalized B-score (activity score, 25-100; higher = stronger inhibition) at 10 µM; 1.2% of 310,000 active; AID 588511; Q8BHY3;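 active = ratio plate-corrected score three or more library SD toward inhibition, starting fluorescence score within five deviations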;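 note: score derived from kinetic fluorescence span divided by baseline fluorescence per well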
RGS4 block = inhibitors of human RGS4 | HEK293 M3R/RGS4 inducible, Fluo-4 calcium flux; active compounds read high; triggered by carbachol at its EC20 | P49798 | B-score at 10 µM | 0.45% of 310,000 active | AID 463165;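 active = B-score, a plate-corrected calcium signal, over three deviations above library mean, with baseline fluorescence within five deviations of library mean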;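 note: RGS4 expression induced by doxycycline in cells with stable M3 receptor; B-score is computed from the integrated fluorescence ratio over baseline after carbachol; higher B-score means a larger calcium signal and so more RGS4 inhibition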
Target sequence (P49798 whole entry, looked up): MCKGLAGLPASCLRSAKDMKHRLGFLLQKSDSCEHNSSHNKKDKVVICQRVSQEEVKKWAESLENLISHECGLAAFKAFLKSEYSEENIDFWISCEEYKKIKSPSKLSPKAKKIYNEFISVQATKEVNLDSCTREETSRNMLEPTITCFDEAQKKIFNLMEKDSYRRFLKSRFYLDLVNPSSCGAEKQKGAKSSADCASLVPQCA
* = called active by the depositor; i = inactive; u = inconclusive; x = no result given. A portion of the library (hit frequency here may not be typical).

SMILES	MrgX1 PAM	TMEM16A act	MrgX1 agonist	RGS4 pot	MrgX1 antag	SKKanGAS inh	TRPC6 inhibitor	HDAC3 inh	TRPC6 activator	TMEM16A inh	RGS4 block
Cn1c(O)c(C2=NNC(c3ccc(Cl)cc3)C2)c(=O)n(C)c1=O (centres undefined)	i	i	i	i	i	13	i	4	i	i	i
CCN(CC)CCCOC(=O)C(OC)(c1ccccc1)c1ccccc1	i	i	i	-11*	i	1	-6.4*	-2	i	i	i
COc1cc(C(O)CNC(C)C)cc(F)c1OC (centres undefined)	i	i	i	i	i	6	i	-6	i	i	i
O=C(c1cc(=O)[nH]c2ccc(Br)cc12)N1CCC2(CC1)OCCO2	i	i	i	i	i	-3	i	-7	i	i	i
COc1cccc(C2(C#N)CCN(C)CC2)c1	6.5*	i	i	i	i	-2	i	0	i	i	i
COc1ccccc1C1=NCc2nnc(CSC)n2-c2ccc(Cl)cc21	i	i	i	i	i	-1	i	2	i	i	i
O=C1NC(=O)N(c2ccc(Cl)cc2)C(=O)/C1=C\c1ccc(Sc2nc3ccccc3[nH]2)o1	17*	i	i	i	i	16	i	3	i	i	i
O=c1[nH]c(=O)n(-c2ccccc2)c(O)c1/C=C1/C(c2ccccc2)=Nc2ccccc21	i	i	42*	i	i	0	i	5	i	i	9.1*
Cc1oc(C(=O)Nc2ccc(O)cc2)cc1COc1ccccc1	i	i	i	x	i	x	x	3	x	i	x
Cc1nn(Cc2ccccc2)c(C)c1C(=O)O	i	i	i	i	i	-3	i	0	i	i	i
N#CC1=C(N)Oc2c(c(=O)oc3ccccc23)C1c1ccncc1 (centres undefined)	i	i	i	x	i	x	x	0	x	i	x
CCCCCCn1c(=O)c(C(=O)Nc2nnc(C)s2)c(O)c2ccccc21	i	x	i	i	i	-6	i	6	i	i	i
CN1CCN(Cc2ccc(Br)s2)CC1	i	i	i	i	i	-2	i	3	i	i	i
CC12CC[C@H]3[C@@H](CCC4(O)C[C@H](O)CCC34/C=N/NC(=O)c3ccccc3Cl)C1(O)CCC2C1=CC(=O)OC1 (some centres undefined)	i	i	i	i	i	5	i	7	i	i	i
O=C1NC(=O)C2(Cc3ccccc3N3CCCC32)C(=O)N1c1ccccc1 (centres undefined)	i	i	i	i	i	1	i	2	i	i	i
Cc1ccc(/C=C2\C(=O)NC(=O)N(Cc3ccccc3Cl)C2=O)o1	i	i	i	i	i	2	i	7	i	i	i
S=C1NCCN1	i	i	i	i	i	0	i	-7	i	i	i
O=C1CN(C(=O)COC(=O)Cc2ccccc2)c2ccccc2N1	i	i	i	i	i	-1	i	-3	i	i	i
O=C(Cn1ncc2c3ccccc3n(Cc3ccc(F)cc3)c2c1=O)N1CCC2(CC1)OCCO2	i	i	i	i	i	1	i	-7	i	i	i
COc1cccc(-n2c(-c3ccoc3)nc3ccccc3c2=O)c1	i	i	i	i	i	-6	i	3	i	i	i
COc1cccc(NC(=O)CN2CC(c3ccccc3)CC2=O)c1 (centres undefined)	i	i	i	i	i	-7	i	-1	i	i	i
Cc1cccc(OCC(=O)N2CCN(Cc3ccc([N+](=O)[O-])cc3)CC2)c1	i	i	i	i	i	-3	i	-1	i	i	i
O=c1[nH]c(=O)n(CCc2ccccc2)c(O)c1C=NC1CC1	i	i	i	i	i	2	i	-15	i	i	i
COc1ccc(C(=O)C2CCCN(Cc3ccc(C)s3)C2)cc1OC (centres undefined)	i	i	i	i	i	-6	i	-1	i	i	i
CCC(=NCc1cc(OC)cc(OC)c1)c1c(O)[nH]c(=O)[nH]c1=O	i	i	i	i	i	0	i	6	i	i	i
CCCN1CCC[C@@H](c2cccc(O)c2)C1	i	i	i	x	-5.6*	x	x	-7	x	i	x
CN1CCN(c2ccc(NC(=O)Oc3ccccc3)cc2)CC1	i	i	i	i	i	1	i	0	i	i	i
C(#CCN1CCOCC1)COCc1ccccc1	i	i	i	i	i	-3	i	-4	i	i	i
c1cnc2c(c1)ccc1ncccc12	i	i	i	i	i	2	i	5	i	i	i
Cn1c(=O)cc(SCC(=O)N2CCC3(CC2)OCCO3)c2ccccc21	i	i	i	i	i	-11	i	6	i	i	i
COc1ccc(Cl)cc1C(=O)C1CCCN(CCO)C1 (centres undefined)	i	i	i	i	i	5	i	2	i	i	i
COc1ccc(-c2nc(CSCC(=O)N3CCC4(CC3)OCCO4)c(C)o2)cc1OC	i	i	i	i	i	3	i	5	i	i	i
CCN(N=Nc1nonc1OC)c1nonc1OC	i	i	i	i	i	-5	i	-4	i	i	i
COc1ccc(CN2C(=O)NC(=O)/C(=C\c3ccc(OC)c(OC)c3OC)C2=O)cc1	i	i	i	i	i	14	i	0	i	i	i
COC(=O)C1=C(c2ccc(S(C)(=O)=O)cc2)C[C@@H]2CC[C@H]1N2C(=O)N1CCOCC1	i	i	i	i	i	-4	i	-2	i	i	i
CCC(=NCCC1=CCCCC1)c1c(O)[nH]c(=O)[nH]c1=O	i	i	i	i	i	-9	i	-2	i	i	i
COc1cc(OC)cc(C2(C#N)CCN(C)CC2)c1	i	i	i	i	i	-4	i	1	i	i	i
CCN1C(=O)C(=Cc2ccc(C)s2)C(=O)N(CC)C1=S	i	i	i	i	i	-2	i	7	i	i	i
COc1ccc(N=Cc2c(O)n(C)c(=O)[nH]c2=O)cc1	i	i	i	i	i	-1	i	-1	i	i	i
O=C(Nc1ccc(Cl)cc1C(=O)c1ccccc1)c1ccccc1	i	i	i	i	i	0	i	-5	i	i	i
CN1CCC(N2CC3CC(C2)c2cccc(=O)n2C3)CC1 (centres undefined)	i	i	i	i	i	1	i	0	i	i	i
COc1cc2c(cc1OC)-c1c(OC)c(OC)cc3c1[C@H](C2)[N+](C)(C)CC3	i	i	i	i	i	1	-8.6*	-4	i	i	i
CCN(CC)CCN/N=C(\C)c1c(O)[nH]c(=O)[nH]c1=O	i	i	i	i	i	2	i	-2	i	i	i
CN1C(=O)/C(=C/c2cccn2-c2ccc3ccccc3c2)C(=O)NC1=S	i	i	i	i	i	u	i	5	i	i	i
O=C(N/N=C/c1c(O)n(C2CCCCC2)c(=S)[nH]c1=O)c1ccccc1O	i	i	i	i	i	55*	i	2	i	i	i
CC(=Nc1ccc2c(c1)CCC2)c1c(O)n(C2CCCCC2)c(=O)[nH]c1=O	i	i	i	i	i	5	i	-5	i	i	i
Cc1ccc(-n2c(O)c(C=N)c(=O)n(-c3ccc(C)cc3)c2=O)cc1	i	i	i	i	i	-3	i	-4	i	i	i
CCCCCCNC(=O)N[C@H](Cc1ccc(O)cc1)C(=O)NCCC[C@H]1CN2C(=NC[C@H]2CCC)N1CC1CCC1	i	x	i	i	i	0	i	6	i	i	i
Oc1ccc(/C=N/NP(=S)(c2ccccc2)c2ccccc2)cc1O	i	i	i	i	i	-3	i	14	i	i	i
O=c1nc(/C=C/c2ccc(Cl)cc2Cl)cc(C(F)(F)F)[nH]1	i	i	i	i	i	0	i	3	i	i	i

(more compounds)
SMILES	MrgX1 PAM	TMEM16A act	MrgX1 agonist	RGS4 pot	MrgX1 antag	SKKanGAS inh	TRPC6 inhibitor	HDAC3 inh	TRPC6 activator	TMEM16A inh	RGS4 block
O=S(=O)(c1ccccc1)N1CCCCC1c1cccnc1 (centres undefined)	i	i	i	i	i	-2	i	-1	i	i	i
COc1ccc(N2C(=O)/C(=C/c3ccc(OC)c(OC)c3)C(=O)NC2=S)cc1	i	i	i	i	i	-4	i	9	i	i	i
C/C(=N\NC(=O)c1ccncc1)c1c(O)n(Cc2ccccc2)c(=O)[nH]c1=O	i	i	i	i	i	2	i	2	i	i	i
Cc1nn(Cc2ccccc2Cl)c(C)c1C(=O)OCC(=O)N1CC(C)OC(C)C1 (centres undefined)	i	i	i	i	i	-2	i	-5	i	i	i
Cc1ccc(-n2cc(CNC(C)Cc3cnccn3)c(-c3cccc(C)c3)n2)cc1 (centres undefined)	i	i	i	i	i	2	i	0	i	i	i
C=CCn1c(O)c(/C=C2/C=CC=N2)c(=O)[nH]c1=O	i	i	i	i	i	0	i	-5	i	i	i
O=C(C[N+]12CCC(CC1)C(C(O)(c1ccccc1)c1ccccc1)C2)c1ccc(Br)cc1 (centres undefined)	i	i	i	-10*	i	16	i	4	i	i	i
CN(C)CCSCc1nnc2n1-c1ccc(Cl)cc1C(c1ccccc1Cl)=NC2	i	i	i	i	i	-8	i	7	i	i	i
O=c1c2ccccc2nc(-c2ccccc2)n1-c1ccccn1	i	i	i	i	i	-4	i	2	i	i	i
N=c1sccn1Cc1ccc(Cl)cc1Cl	i	i	i	i	i	3	i	-1	i	i	i
C[C@H](NC(=O)N1C[C@H]2C[C@@H](C1)c1cccc(=O)n1C2)C(=O)Nc1ccccc1F	i	i	i	i	i	3	i	2	i	i	i
Cc1ccc(C(=O)C2(C)N(O)C(C)C(c3cccs3)=[N+]2[O-])cc1 (centres undefined)	i	i	i	i	i	-8	i	-2	i	i	i
COc1ccc(OCC(=O)N2CCN(Cc3nc4cc([N+](=O)[O-])ccc4n3C)CC2)cc1	i	i	i	i	i	-6	i	2	i	i	i
COc1ccc(C(=O)O/N=C(/C(N)=O)P(=O)(OC(C)C)OC(C)C)cc1	i	i	i	-7.7*	i	2	i	7	i	i	i
CP(=O)(Nc1ccc(Cl)cc1)c1nc2c(s1)CCCC2 (centres undefined)	i	i	i	i	i	8	i	-1	i	i	i
O=c1c2ccccc2nc(SCC2CCCCO2)n1-c1ccccc1 (centres undefined)	i	i	i	i	i	8	i	1	i	i	i
CCCN(CC#CCOc1ccc(OC)cc1)CCC	i	-16*	i	i	i	-2	i	-6	i	i	i
CCOP(=O)(C#CC(C)(C)C)C(C)(O)c1ccccc1 (centres undefined)	i	i	i	i	i	4	i	-11	i	i	i

High-throughput results as filed in PubChem BioAssay.
